Compound activity: PubChem BioAssay, The Scripps Research Institute Molecular Screening Center
PLC-gamma1 inh: blocks human PLC-gamma1 enzyme activity | P19174 | purified PLC-gamma1, fluorogenic substrate, fluorescence | inhibition, % at 12.2 µM | 370,000 compounds, 0.84% hits | AID 720700; in the data active = inhibition above about 9.5%
ASAP1 GAP inh: ASAP1 ArfGAP inhibition | 360,000 compounds, 0.19% hits | ASAP1-stimulated ARF1 GTP hydrolysis, GDP FP detection | inhibition, % at 16.5 µM | Q9ULH1; in the data active = inhibition above about 25%;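 also: 0% = vehicle with enzyme and substrate and 100% = no enzyme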
DDE Tn7 FP inh: inhibitors of Tn7 peptide binding to human fibrin DD(E); P02675; AID 720508; inhibition, % at 8.3 µM; 370,000 compounds, 0.13% hits; FP displacement of FITC-Tn7 peptide from fibrin DD(E); 0% = median of compound wells per plate;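 active = inhibition above the mean of compounds falling within the control limits plus 3 SD of them, cut at about 14% in these data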;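 also: 0% = plate median of compound wells and 100% = 10 µM Aha-Tn7 peptide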
Target sequence (P02675 whole entry, looked up): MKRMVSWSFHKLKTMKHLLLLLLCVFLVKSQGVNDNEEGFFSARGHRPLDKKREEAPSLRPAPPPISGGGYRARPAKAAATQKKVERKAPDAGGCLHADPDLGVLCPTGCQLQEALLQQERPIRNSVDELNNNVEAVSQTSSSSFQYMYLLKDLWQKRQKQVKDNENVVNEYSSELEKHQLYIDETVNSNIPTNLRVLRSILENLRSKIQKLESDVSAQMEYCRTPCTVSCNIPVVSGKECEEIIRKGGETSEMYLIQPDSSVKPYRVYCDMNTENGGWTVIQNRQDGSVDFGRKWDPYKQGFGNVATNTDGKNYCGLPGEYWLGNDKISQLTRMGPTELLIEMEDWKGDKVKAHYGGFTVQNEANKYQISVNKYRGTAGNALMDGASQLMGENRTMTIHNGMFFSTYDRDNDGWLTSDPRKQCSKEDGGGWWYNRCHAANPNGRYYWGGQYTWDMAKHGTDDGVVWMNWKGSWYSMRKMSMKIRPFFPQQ
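assay system = human clot-derived fibrin DD(E) complex | quantity = Fibrin-DD(E) at 2 µM final | timing = 10 min preincubation, 3 h with tracer, room temperature | signal = fluorescence polarization | measure = percent inhibition | benchmarks = high control wells with 10 µM unlabelled Aha-Tn7 peptide (full inhibition) | replicates = singlicate testing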
ARFGAP1 inhibitor: rat ARFGAP1 inhibition; 360,000 compounds, 0.26% hits; Arfgap1-stimulated ARF1 GTP hydrolysis, GDP FP detection; inhibition, % at 16.5 µM; AID 651572; Q62848;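 active = inhibition above a per-plate limit, mean inhibition of low control wells plus 3 SD, cut at about 25% in these data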;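 also: 0% = DMSO wells with enzyme and 100% = wells lacking Arfgap1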
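Assay system: purified rat His6-Arfgap1 residues 1-136 (GAP domain); Reagent: human Δ17 ARF1 bound to GTP; Dosing: 16.5 µM single point, 1.26% DMSO; Times: GTP hydrolysis reaction 2 h at 25 °C; Signal: FP, GDP Alexa 633 tracer displaced from anti-GDP antibody, 620/688 nm; Measure: % inhibition from polarization.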
ADAM10 inh: inhibits human ADAM10; AID 720582; recombinant ADAM10, EDANS/DABCYL FRET peptide cleavage, 3 h; 370,000 compounds, 0.62% hits; O14672; inhibition, % at 7 µM;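 active = inhibition above a per-campaign cutoff equal to the mean of compounds falling between control-based bounds plus 3 SD, cut at about 20% in these data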;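 also: 0% = DMSO wells while the 100% control is not disclosed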
Target sequence (O14672 214-748 limits assumed): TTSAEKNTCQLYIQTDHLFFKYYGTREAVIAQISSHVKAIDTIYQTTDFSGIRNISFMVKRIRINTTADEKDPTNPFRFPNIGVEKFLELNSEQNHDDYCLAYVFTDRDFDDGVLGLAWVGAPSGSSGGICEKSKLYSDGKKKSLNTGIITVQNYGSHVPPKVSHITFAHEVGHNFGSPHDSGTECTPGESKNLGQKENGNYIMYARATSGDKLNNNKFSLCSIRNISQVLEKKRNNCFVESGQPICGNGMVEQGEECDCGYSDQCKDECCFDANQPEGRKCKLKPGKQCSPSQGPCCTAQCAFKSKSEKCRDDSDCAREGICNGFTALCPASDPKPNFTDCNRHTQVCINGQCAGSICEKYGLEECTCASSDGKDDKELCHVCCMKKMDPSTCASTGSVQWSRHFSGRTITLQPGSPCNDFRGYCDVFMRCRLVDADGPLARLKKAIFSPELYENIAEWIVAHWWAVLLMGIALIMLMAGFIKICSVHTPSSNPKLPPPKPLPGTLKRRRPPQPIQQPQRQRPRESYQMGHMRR
ADAM17 inh: ADAM17 inhibition, QFRET primary screen. P78536. recombinant ADAM17, EDANS/DABCYL FRET peptide cleavage. inhibition, % at 6.95 µM. 370,000 compounds, 0.83% hits. AID 720648;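 active = inhibition above the mean of compounds lying between control limits plus 3 SD, set per campaign, cut at about 8.5% in these data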;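 also: 0% = DMSO-only wells as the low control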
DDE Tn6 FP inh: inhibitors of Tn6 peptide binding to human fibrin DD(E); P02675; Fibrin DD(E) TRITC-Tn6 fluorescence polarization displacement; inhibition, % at 8.3 µM; 370,000 compounds, 0.21% hits;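 active = inhibition above a per-campaign cutoff: mean of compounds within control limits plus 3 SD, cut at about 15% in these data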;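 also: 0% = median of all compound wells on the plate and 100% = blocking peptide control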
PLCb3 inh: PLC-beta3 (human) inhibition, primary screen. 370,000 compounds, 0.18% hits. inhibition, % at 12.2 µM. Purified PLC-beta3, fluorogenic substrate, fluorescence. AID 720704. Q01970; in the data active = inhibition above about 11%;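 also: 0% = median of compound wells on plate and 100% = full blocker control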
SIAE primary: blocks human sialic acid acetylesterase; Q9HAT2; SIAE FP-Rh probe binding, fluorescence polarization; inhibition, % at 9.66 µM; 370,000 compounds, 0.69% hits; AID 1053197;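 active = inhibition above a cutoff: mean of compounds within the control limits plus 3 SD of those, cut at about 17% in these data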;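 also: 0% = plate median of compound wells and 100% = probe without SIAE protein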
TDP2 inh: TDP2 (human) inhibition, absorbance primary screen | inhibition, % at 12.8 µM | O95551 | 370,000 compounds, 0.34% hits | AID 720702 | recombinant TDP2, T5PNP hydrolysis, p-nitrophenol absorbance 415 nm;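 active = inhibition above the mean of all tested compounds plus 3 SD, set per campaign, cut at about 25% in these data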;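 also: 0% = DMSO with enzyme and 100% = buffer with substrate but no TDP2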
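Material: recombinant human TDP2; quantity: TDP2 enzyme at 120 nM final; medium: Tris-HCl pH 7.5 with MgCl2; compound: single concentration, 12.8 µM nominal, with 1% DMSO; incubation: 2 h enzyme incubation at 37 °C; signal: epi absorbance; measure: percent inhibition; benchmarks: high control without enzyme, low control DMSO plus TDP2; repeats: singlicate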
* hit, by the source's call; i = inactive; x = not tested or not shown; & = joins results of further samples.

SMILES	PLC-gamma1 inh	ASAP1 GAP inh	DDE Tn7 FP inh	ARFGAP1 inhibitor	ADAM10 inh	ADAM17 inh	DDE Tn6 FP inh	PLCb3 inh	SIAE primary	TDP2 inh
NC(=O)NCc1ccccc1Cl	-5	-10	0	-8	-2	-1	-2	1	2	-8
Cc1ccc(CCNS(=O)(=O)c2ccc(C)cc2)cc1	2	-1	1	13	-1	5	4	-2	8	-5
CC(C)CNC(=O)c1cc(-c2ccco2)on1	3	-4	3	-2	-5	-3	1	-1	5	14
Cc1ccccc1OCCC(=O)N1CCN(S(=O)(=O)c2ccc(Br)cc2)CC1	4	8	-4	-3	-2	-4	0	-3	3	17
CCOC(=O)CN(C(=O)CSc1nnnn1C)c1ccccc1	-1	6	1	-9	-6	-4	1	0	11	0
O=C(Cn1cc([N+](=O)[O-])cn1)Nc1cccnc1	5	2	-6	-3	5	-3	-7	5	8	-13
CCCCNC(=O)C1(C)CCN1C(=O)c1ccc2c(c1)C(C)(C)CCC2(C)C (stereo not drawn)	-2	10	4	3	-10	-7	11	2	0	5
Cc1[nH]n2c(=O)c3c(nc2c1-c1cccc2ccccc12)CCC3	-202	-3	-5	8	-22	-17	2	-228	3	2
O=C(c1cnc2n(c1=O)CCS2)N1CCN(c2ccc([N+](=O)[O-])cc2)CC1	-1	2	0	8	-4	1	-5	2	5	2
O=C(CCN1CCCCC1)N/N=C/c1ccc(Br)cc1	3	11	-3	6	2	1	-4	4	-3	-8
Cn1c2ccccc2c2cc([N+](=O)[O-])ccc21	-6	3	0	1	5	1	8	-14	-6	-16
CN1CCN(S(=O)(=O)c2ccccc2)C(c2ccccc2)C1 (stereo not drawn)	6	3	-4	-14	-12	0	2	-4	3	4
CCCCc1c(C)nc2ccc(Br)cc2c1SC(N)N	-1	18	0	0	-1	-2	8	-3	-3	-7
O=C1COC(c2ccccc2)=CN1Cc1ccccc1	1	0	0	10	1	-2	-2	-2	-5	1
COc1ccc2[nH]cc(C(=O)CCl)c2c1	-1	-5	-3	5	12	-2	7	0	1	-6
CN(C)CC(C)(C)CNC(=O)C1CCN(Cc2ccccc2O)CC1	2	-2	5	-4	-5	-4	6	0	2	-4
C=CC[C@@H](Cc1ccc(F)cc1)C(=O)OC[C@@H]1CCCN1C(=O)[C@H](CC=C)CC(=O)NCCO	1	-6	1	1	-3	-3	1	4	8	5
Clc1ccc(-n2nnnc2CN2CCOCC2)cc1Cl	3	-7	-3	-9	-7	-2	5	0	5	1
COc1ccc(CNC(=O)CSc2nnc(NC(=O)C3CC3)s2)cc1	2	-4	-1	-5	-3	-2	4	3	5	4
CN1CCN(CC(=O)N/N=C/c2ccc(F)c(F)c2)CC1	2	2	-6	-3	-7	-1	-3	-2	8	7
Cc1nc(NC(=O)c2cccnc2)ccc1Br	0	-3	-9	-7	0	-2	0	0	-2	-5
O=C(CSc1nc2ccccc2o1)c1cc2ccccc2oc1=O	i	-5	4	-6	i	-425	-5	i	2	1
Cn1c(CNC(=O)CNS(=O)(=O)c2ccc(F)cc2F)cc(=O)n(C)c1=O	2	-2	12	3	2	-3	11	-5	-3	-6
CCCc1cc(=O)oc2cc(C)cc(OCC(=O)NCCCN3CCOCC3)c12	-137	-6	0	2	-309	-107	5	-211	-4	24
COC(=O)C1=C(C)N(Cc2ccccc2C(F)(F)F)C(=NCc2ccc3c(c2)OCO3)NC1c1ccc(Cl)cc1 (stereo not drawn)	6	8	2	3	-3	-2	-3	0	2	0
O=C(Nc1cc([N+](=O)[O-])ccc1O)c1ccc2c(c1)C(=O)N(Cc1ccco1)C2=O	4	-14	-8	-1	10	3	1	-5	2	-8
CCOc1ccc(NC(=O)CSC2=C(C#N)C(c3ccc4c(c3)OCO4)CC(=O)N2)cc1 (stereo not drawn)	-1	-1	4	13	1	1	-2	0	-4	3
Cc1cc2oc(C(=O)N(Cc3ccccc3)c3ccccn3)cc(=O)c2cc1Cl	2	9	7	-1	-9	-1	-1	-6	2	-1
O=C(O)C1C2C=CC(C3CC23)C1C(=O)O (stereo not drawn)	10*	8	-13	11	1	3	-5	-1	7	-12
O=C(Nc1ccc(N2CCN(C(=O)c3ccccc3)CC2)cc1)c1ccc(Br)o1	4	7	-8	-2	9	3	2	0	0	-2
COc1ccccc1-c1coc2cc(OC(=O)N3CCOCC3)ccc2c1=O	0	4	-1	-6	-8	-4	-4	-7	-8	-2
COc1ccccc1CNC(=O)C1CCCN(S(=O)(=O)c2cccs2)C1 (stereo not drawn)	2	10	-2	7	-8	-1	7	-2	-9	1
O=C1NC[C@@H](CCCCN2C[C@H](Cc3ccc(O)cc3)N(CC3CCCCC3)C(=O)C2=O)N(CCc2ccccc2)C1=O	9	13	8	10	5	6	10	7	-5	-19
CC(C)C[C@@H]1COc2cc(Br)ccc2S(=O)(=O)N1Cc1cn(Cc2ccc(Br)cc2)nn1	2	x	-8	x	2	0	8	2	-1	-9
CCOC(=O)N1CCN(S(=O)(=O)c2cccs2)CC1	2	-22	5	17	-12	-4	-2	2	-5	-13
Cc1ccn2cc(-c3cccc(S(=O)(=O)N4CCCC4)c3)nc2c1	-50	-1	10	-2	-21	-7	2	-81	11	-3
O=C(NCC1(N2CCCCC2)CCCCC1)c1cccc(NS(=O)(=O)c2ccccc2)c1	-1	7	-7	9	-2	-5	0	-9	-2	-12
COc1ccc(C2NC(Cc3ccccc3)(C(=O)O)C3C(=O)N(c4ccccc4OC)C(=O)C23)cc1 (stereo not drawn)	-3	2	-5	3	1	-2	-2	-2	0	2
O=C1CSC(=S)N1Cc1cccs1	-6	8	3	15	3	-1	-3	-10	-19	-12
COc1ccc(OC)c(C(=O)CN2C(=O)NC(C)(c3ccccc3)C2=O)c1 (stereo not drawn)	-35	-1	-1	-3	-12	-6	6	-45	1	3
Cc1ccc(S(=O)(=O)CCC(=O)Nc2cccc(S(=O)(=O)N3CCCCCC3)c2)cc1	1	-12	-2	-12	-3	-1	1	-5	-3	6
CSc1ccc(Cn2nnc(C(=O)Nc3ccc(C)c(C)c3)c2N)cc1	1	-16	4	2	-10	1	2	0	0	5
Cc1cccc(C(C(=O)NC2CCCCC2)N(Cc2cccnc2)C(=O)c2csnn2)c1 (stereo not drawn)	3	-5	6	14	-4	0	4	-1	3	1
Cc1ccc2c(c1)C1CC(C)(O2)N(c2cccc(C(=O)NCc3ccccn3)c2)C(=O)N1 (stereo not drawn)	4	-4	-6	-9	1	-1	8	-2	-1	3
Cc1ccc(-c2cn(S(=O)(=O)c3cccc4nsnc34)nc2N)cc1	5	-5	7	-7	3	2	-2	4	0	0
CCOCCCNC(=O)c1cc(Cl)c(NC(=O)C2=C(C)OCCS2)cc1OC	5	-17	2	-4	6	1	-14	-4	-5	-9
COc1ccccc1NC(=S)N1CCc2cc(OC)c(OC)cc2C1	-19	-1	2	7	-14	-5	-4	-24	7	13
CCOC(=O)NC1(NCc2ccccc2)Oc2ccccc2O1	-15	8	3	-3	-2	-2	2	-15	2	1
CCOc1ccc2[nH]c(=O)c(CN(CCO)Cc3nnnn3CCc3ccccc3)cc2c1	-83	3	-3	3	-217	-56	2	-100	7	5
O=C(CCCn1cnc([N+](=O)[O-])n1)Nc1ccc(Cl)cc1Cl	1	11	-1	20	-1	-1	-7	2	1	5
Further results follow.
SMILES	PLC-gamma1 inh	ASAP1 GAP inh	DDE Tn7 FP inh	ARFGAP1 inhibitor	ADAM10 inh	ADAM17 inh	DDE Tn6 FP inh	PLCb3 inh	SIAE primary	TDP2 inh
CCCCNC(=O)C1(C)CCN1C(=O)c1sccc1C (stereo not drawn)	1	2	-3	1	-9	-3	0	-2	4	1
CC(=O)n1c(C=Nc2ccccc2)c(O)c2ccccc21	-198	3	1	2	i	-177	-6	-209	-4	-7
CS(=O)(=O)c1ccc(OC[C@@H](O)CN2CCC(C(O)(c3ccccc3)c3ccccc3)CC2)cc1	-1	x	6	x	1	-2	1	2	0	-5
Cn1c(=O)c2c(nc(Sc3ncnn3CC(=O)NC(C)(C)C)n2C)n(C)c1=O	2	-3	4	3	3	0	2	2	2	5
C/C(=N/NC(=O)CNC(=O)c1ccc2c(c1)OCO2)c1ccc2c(c1)CCCC2	1	8	1	15	3	-3	6	-1	2	4
CSCc1cc(N2CCOCC2)nc(SCc2ccc(Cl)c(Cl)c2)n1	-1	-3	-4	-12	16	4	4	-4	-3	-11
CCCn1ncc(CN2CCC(N3CCC(C(=O)N4CCOCC4)CC3)CC2)c1C	2	10	-3	9	-9	2	-7	-8	3	4
CCC1CCCCN1C(=O)n1ncc(C(O)(c2ccccc2)c2ccccc2)n1 (stereo not drawn)	0&2	x	11&0	x	1&-4	0&-2	-2&2	-3&-2	-6&0	3&-7
Cc1ccc(S(=O)(=O)ON=C2CCN(S(=O)(=O)c3ccccc3)CC2)cc1	1	-9	1	-11	-3	-1	2	-1	0	4
CC(C)NC(=O)CSc1nc(N)c(-c2ccccc2)c(=O)[nH]1	4	-9	6	2	5	2	-6	3	4	13
Cc1cc(Nc2cccc(C(F)(F)F)c2)cc(=O)n1-c1cccc(C(F)(F)F)c1	0	14	4	4	-12	-4	4	-6	-2	-6
COC(=O)c1c(-c2ccccc2)[nH]c(-c2nccc3ccccc23)c1C(=O)OC	-73	7	0	-1	-191	-50	5	-98	-6	-3
CCOC(=O)C1=C(O)CSC1=Nc1cccc2ccccc12	2	1	0	-5	4	1	6	1	-10	1
COc1ccc(-c2cc(=O)c3c(OC)c(OC)c(OC)c(OC)c3o2)cc1	-4	1	6	5	-13	-3	6	-4	0	9
CSc1nc(N)n2nc(C)cc2n1	3	-11	9	6	-11	0	7	-1	-1	-4
O=C(CN(C(=O)CCC(=O)Nc1nccs1)c1ccccc1F)NCCc1ccccc1	-1	9	0	-21	3	-2	-7	-4	-3	8

Ordered by heavy-atom count (low to high): some entries from above.
SMILES	PLC-gamma1 inh	ASAP1 GAP inh	DDE Tn7 FP inh	ARFGAP1 inhibitor	ADAM10 inh	ADAM17 inh	DDE Tn6 FP inh	PLCb3 inh	SIAE primary	TDP2 inh
Cc1nc(NC(=O)c2cccnc2)ccc1Br	0	-3	-9	-7	0	-2	0	0	-2	-5
CN1CCN(S(=O)(=O)c2ccccc2)C(c2ccccc2)C1 (stereo not drawn)	6	3	-4	-14	-12	0	2	-4	3	4
CSc1ccc(Cn2nnc(C(=O)Nc3ccc(C)c(C)c3)c2N)cc1	1	-16	4	2	-10	1	2	0	0	5
